# PP5 primary – PP5 (human) phosphatase inhibition; P53041; purified PP5c, OMFP substrate fluorescence; inhibition, % at 6.7 µM; 0.18% of 320,000 active;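 active = inhibition above the campaign's mean inhibition across all tested compounds plus 3 SD, cut at about 9.5% in these data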;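 note: 0% = DMSO only and 100% = 100 µM cantharidin control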
# procasp3 activ – activators of human procaspase-3; P42574; recombinant procaspase-3 D3A, Ac-DEVD-pNA absorbance 405 nm; activation, % at 8.5 µM; 0.11% of 330,000 active; AID 463141;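 active = activation above the mean of all tested compounds plus 3 SD, cut at about 21% in these data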;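 note: 0% = DMSO alone and 100% = DMSO wells spiked with extra 5 µM PC-3 D3A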
# Target sequence (P42574 whole entry D9A/D28A/D175A): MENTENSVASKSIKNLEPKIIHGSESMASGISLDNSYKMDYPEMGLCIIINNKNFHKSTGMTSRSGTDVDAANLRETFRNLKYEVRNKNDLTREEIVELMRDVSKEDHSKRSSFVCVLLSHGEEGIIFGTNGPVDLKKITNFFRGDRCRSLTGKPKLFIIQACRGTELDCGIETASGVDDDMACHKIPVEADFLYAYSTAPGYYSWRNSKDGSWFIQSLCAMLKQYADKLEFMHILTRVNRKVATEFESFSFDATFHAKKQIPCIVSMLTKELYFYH
#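 System: Procaspase-3 D3A mutant. Medium: Zinc-free 300 mM NaCl, 50 mM HEPES, 0.01% Triton X-100. Schedule: 1 h preincubation plus 2 h reaction at 25 °C. Measured by: 405 nm absorbance of p-nitroaniline, reads at 0 and 120 min. Read-out: percent activation relative to control range.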
# Efflux pump inh – blocks antifungal efflux pumps in multiplex yeast assay; S. cerevisiae Candida pump triplex, Nile Red efflux; inhibition, % at 10 µM; 0.44% of 330,000 active; AID 485275;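 active = plate passing quality check with inhibition over a set limit, or well fluorescence over plate mean plus 4 SD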;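 note: Nile Red retained in pooled yeast measured as flow cytometry median fluorescence; 0% = buffer negative control and 100% = Enniatin B positive control; higher means more Nile Red kept so more efflux inhibition; some compounds called inactive have numbers as strong as hits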
# TPT1 inh – C. albicans TPT1 enzyme inhibition; recombinant caTPT1, FP RNA substrate dephosphorylation; inhibition, % at 5 µM; 0.81% of 300,000 active;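 active = inhibition above the mean of all tested compounds plus 3 SD, set per screening campaign, cut at about 24% in these data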;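 note: plate controls were DMSO alone for no effect and ferristatin control at 100 nM for full effect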
# PP1 counter – PP1-alpha (human) inhibition in PP5 counter-screen; P62136; purified PP1alpha, OMFP fluorescence; inhibition, % at 6.7 µM; 0.9% of 320,000 active; AID 2235;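 active = inhibition above the mean inhibition of all tested compounds plus 3 SD, computed separately for each screening campaign, cut at about 15% in these data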
# Target sequence (P62136 whole entry, looked up): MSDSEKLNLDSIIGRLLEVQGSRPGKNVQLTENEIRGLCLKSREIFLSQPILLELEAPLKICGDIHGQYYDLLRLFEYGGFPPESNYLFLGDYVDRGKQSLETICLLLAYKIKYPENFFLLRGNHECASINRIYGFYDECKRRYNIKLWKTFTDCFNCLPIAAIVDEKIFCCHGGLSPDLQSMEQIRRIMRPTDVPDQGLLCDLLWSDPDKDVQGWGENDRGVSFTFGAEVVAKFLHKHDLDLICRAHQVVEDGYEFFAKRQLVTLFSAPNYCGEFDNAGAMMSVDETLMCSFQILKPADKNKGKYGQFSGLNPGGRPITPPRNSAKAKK
# core dimer inh – blocks dimerization of HCV core protein | TR-FRET GST/Flag-core106 dimerization, 1536-well | inhibition, % at 5 µM | 0.33% of 300,000 active;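 active = inhibition above the mean of all tested compounds plus 3 SD, set per screening campaign, cut at about 45% in these data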
#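 System: GST/Flag-tagged HCV core106 proteins. Incubation: compound-protein-antibody incubation 4 h at 22.5 °C. Technique: HTRF with 340 nm excitation, 617/671 nm emission. Medium: KF-containing HEPES buffer, pH 7.45, DTT, CHAPS, BSA. Read-out: inhibition (%) from 671 over 617 nm ratio. Also added: Eu(K)-anti-GST 90 ng/mL plus XL665-anti-Flag 1 µg/mL.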
# procasp7 counter – counter-screen: procaspase-7 (human) activation | P55210 | 0.093% of 330,000 active | recombinant procaspase-7, Ac-DEVD-pNA absorbance 405 nm; D23A/D198A/D206A triple mutant, cannot self-cleave; scale: DMSO 0, 5 µM enzyme 100 | activation, % at 8.5 µM | AID 463210;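 active = percent activation above the screen-wide mean plus 3 SD, cut at about 25% in these data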
#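 Material: Procaspase-7 triple mutant (PC-7 D3A) | Quantity: 2 µM procaspase-7 mutant as dispensed | Reagent: DEVD-pNA substrate | Times: 1 h preincubation, 2 h reaction | Technique: 405 nm absorbance of p-nitroaniline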
# CTSL1 counter – counter-screen for PFM18AAP inhibitors: inhibitors of F. hepatica cathepsin L1; recombinant F. hepatica cathepsin L1, Z-Leu-Arg-MCA fluorescence; inhibition, % at 5.96 µM; 0.49% of 300,000 active; AID 1906;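 active = inhibition above the mean of all tested compounds plus 3 SD, set per screening campaign, cut at about 17% in these data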;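 note: 0% = plate median of test compound wells and 100% = 1 µM Z-Phe-Ala-diazomethylketone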
# GASC-1 inh – inhibitors of human GASC-1 (JMJD2C) demethylase; Q9H3R0; GST-JMJD2C(1-420) H3K9me3 demethylation, DELFIA europium; inhibition, % at 2.35 µM; 0.069% of 330,000 active; AID 2099;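 active = more than half of a compound's replicate wells show inhibition beyond 50%, single wells judged on their own value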;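 note: signal counts dimethyl H3K9 product captured on neutravidin plate; 0% = median of DMSO wells and 100% = 0.3 times that DMSO median; strong numbers were not always called active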
# Target sequence (Q9H3R0 1-420 limits assumed): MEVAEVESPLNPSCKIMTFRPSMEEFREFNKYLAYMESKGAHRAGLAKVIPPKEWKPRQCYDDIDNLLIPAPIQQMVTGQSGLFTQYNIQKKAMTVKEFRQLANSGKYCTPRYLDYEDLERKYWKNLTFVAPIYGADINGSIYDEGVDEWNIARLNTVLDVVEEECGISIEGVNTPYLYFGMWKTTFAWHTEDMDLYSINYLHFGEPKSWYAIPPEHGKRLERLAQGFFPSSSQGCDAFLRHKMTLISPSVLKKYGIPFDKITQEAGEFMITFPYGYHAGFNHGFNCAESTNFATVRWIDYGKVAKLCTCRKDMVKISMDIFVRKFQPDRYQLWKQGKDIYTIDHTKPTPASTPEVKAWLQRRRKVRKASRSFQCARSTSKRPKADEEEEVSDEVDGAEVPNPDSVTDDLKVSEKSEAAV
# An asterisk follows results filed as active; . = not tested or not shown.
SMILES,PP5 primary,procasp3 activ,Efflux pump inh,TPT1 inh,PP1 counter,core dimer inh,procasp7 counter,CTSL1 counter,GASC-1 inh
COc1ccc(N2C(=O)c3cccc4cccc(c34)C2=O)cc1,2.4,3,-0.1,0,4,1,2,5,32
CCc1ccc(NS(=O)(=O)c2ccc3c(c2)oc(=O)n3C)cc1,-1.7,-5,0.1,-1,-1,0,-5,-8,-11
Cc1ccc(S(=O)(=O)N2CCN(C(=O)c3ccco3)CC2)c(C)c1,1.6,-2,0.0,3,-5,1,-4,-3,12
O=C(NCCC1=CCCCC1)C1CCC(=O)N(Cc2cccc(C(F)(F)F)c2)C1 (stereo unspecified),0.0,6,-3.2,2,-4,-5,-3,1,-1
COC(=O)c1sc(NC(=S)NC(=O)c2cc(OC)c(OC)c(OC)c2)nc1C,0.4,-12,0.2,-1,-1,0,2,-1,-5
CCOC(=O)CSc1nnc(CNC(=O)c2ccco2)n1-c1ccc(F)cc1,0.3,0,0.0,-1,-3,1,18,-7,-6
O=C1CN(C(=O)C2CCC(=O)N(CCc3ccc(Cl)cc3)C2)CCN1 (stereo unspecified),0.7,-15,0.1,0,-3,6,-1,-3,-14
O=C(NCC(=O)N1CCOCC1)c1ccccc1,2.5,2,-0.1,-4,-4,8,1,4,-2
CSc1ccc(/C=N/Nc2ccc(Cl)c(C(=O)O)c2)cc1,-0.2,0,-0.1,1,-2,-3,-4,7,-7
COc1ccc(CCN(C)C(=O)CSc2nnnn2C)cc1OC,0.4,3,0.0,0,-2,-6,3,3,0
O=[N+]([O-])c1cccc(C(=Nc2ccc(Cl)cc2)NO)c1,4.3,5,0.1,0,-2,7,3,-2,3
COc1cc(O)c(C(C)=O)c(CC(=O)O)c1,2.7,20,0.2,1,1,-1,3,-2,.
Cc1ccc(OCC(=O)N2CCN(C(=O)c3cccnc3)CC2)cc1,0.2,-2,0.0,1,1,-5,9,3,.
CCOC(=O)COc1nc(-c2ccc(Cl)cc2)cc(-c2ccco2)c1C#N,1.3,-9,0.3,-1,4,6,-3,-3,15
COc1ccc(CC(=O)OCC(=O)N2CCN(S(=O)(=O)c3ccc(C)cc3C)CC2)cc1,2.2,5,-0.1,.,1,.,-7,.,-1
CC(C)(CC(=O)O)CC(=O)NNc1ncccc1C#N,0.7,-10,0.0,-3,-8,-1,-1,-4,9
O=C(CN(C(=O)c1csnn1)c1ccccc1C(F)(F)F)NCc1ccccc1,-1.0,-9,0.0,1,-2,-1,2,0,-9
COc1cccc(C2=NOC(C(=O)N3CCN(C(=O)c4ccco4)CC3)C2)c1 (stereo unspecified),3.3,12,0.0,0,-5,-1,0,1,-5
CC(c1ccccc1)c1nnc(N)s1 (stereo unspecified),0.8,-5,0.1,4,1,1,9,8,-7
S=C1NNC2(NN1)C1CC3CC(C1)CC2C3,2.8,-14,-0.1,-4,4,-4,-12,3,7
O=C1CCN(CCc2ccccc2)CCN1[C@H](CSc1ccc(Br)cc1)c1ccccc1,1.0,8,-0.1,-1,2,3,-7,-1,-12
COc1ccc(OCC(=O)OC2CCN(C)CC2)cc1,2.5,4,0.0,-1,-2,-11,-7,-4,6
Cc1ccc(OCc2cc(C(=O)N3CCC(C(O)C(C)C)CC3)no2)cc1C (stereo unspecified),1.8,0,0.1,0,1,0,2,2,-17
Cc1ncc(CN2CCCC(C(=O)Nc3ccc(-c4cccc(F)c4)cc3)C2)n1C (stereo unspecified),2.0,7,0.1,1,0,-9,2,6,1
CCCc1nc2c(=O)n(C)c(=O)[nH]c2n1C,-0.6,-3,0.0,-21,0,-5,7,-5,18

# Arranged by the number under TPT1 inh (ascending): 3 of the compounds above.
Molecule,PP5 primary,procasp3 activ,Efflux pump inh,TPT1 inh,core dimer inh,GASC-1 inh
S=C1NNC2(NN1)C1CC3CC(C1)CC2C3,2.8,-14,-0.1,-4,-4,7
COc1ccc(CCN(C)C(=O)CSc2nnnn2C)cc1OC,0.4,3,0.0,0,-6,0
Cc1ncc(CN2CCCC(C(=O)Nc3ccc(-c4cccc(F)c4)cc3)C2)n1C (stereo unspecified),2.0,7,0.1,1,-9,1

# Next section:
SMILES,PP5 primary,procasp3 activ,Efflux pump inh,TPT1 inh,PP1 counter,core dimer inh,procasp7 counter,CTSL1 counter,GASC-1 inh
C/C(=N/NC(=O)CNC(=O)C1COc2ccccc2O1)c1cccc(O)c1 (stereo unspecified),1.4,8,-0.1,0,-7,2,-8,0,1
Cc1ccc(CN(C)C(=O)CC2C(=O)NCCN2CC2CCCCC2)cc1 (stereo unspecified),2.1,-5,-0.2,1,4,2,-1,0,-6
COC(=O)c1nnn(CC(=O)NC(=O)Nc2ccccc2F)c1C(=O)OC,-1.0,9,-0.1,-1,0,1,3,-4,-3
O=[N+]([O-])c1cc(Cl)cc(/C=N\Nc2ccccn2)c1O,0.9,-2,0.1,0,-4,-20,-3,1,-1
CCn1c(SCC(=O)NCc2ccco2)nc2c(c1=O)SC(C)C2 (stereo unspecified),1.4,0,0.2,-1,-1,7,-6,-2,4
COc1cccc(-n2cc(CN(C)Cc3nc(Cc4ccccc4)no3)cn2)c1,0.6,3,0.0,-6,6,-11,1,2,-9
CC(=O)c1ccc(OCc2cc(C(=O)N(C)CCN3CCOCC3)no2)cc1,0.3,3,0.1,-2,0,-12,-1,0,-11
COc1ccc(C(=O)CNc2cccc(F)c2)cc1,1.9,8,1.4,-1,-2,0,9,-3,-7
CC(=O)Nc1cnc(NC(=O)c2cccc(F)c2)cc1C,-4.3,-1,-0.1,1,-4,-1,4,4,23
O=C(CCN1C(=O)/C(=C/c2ccccc2)SC1=S)NNC(=O)c1ccncc1,1.9,-3,-0.1,-3,-2,1,0,1,8
COCCn1c(SCc2nc3scc(-c4ccc(Cl)cc4)c3c(=O)[nH]2)nnc1-c1cccc(C)c1,2.7,18,-3.6,1,16*,26,7,-2,-9
CC(C)CC(c1nnnn1CCc1ccccc1)N1CCC(C(N)=O)CC1 (stereo unspecified),-1.5,0,-0.1,-8,-2,-3,7,2,4
O=C(NCCc1nc2ccccc2[nH]1)/C(=C/c1ccco1)NC(=O)c1ccc(Br)cc1,0.4,-5,0.2,1,0,-2,12,5,-8
CN(C)S(=O)(=O)N1CCC(c2ccc(F)cc2)C(COc2ccc3c(c2)OCO3)C1 (stereo unspecified),0.5,2,-0.1,0,2,8,-7,4,1
C#CCOCCOCCOCCNc1nc(N2CCN(C(=O)CCCCCCCCCCNC(=O)[C@H](CCCCN)n3cc(CCO)nn3)CC2)nc(N2CCN(C(=O)CCCCCCCCCCNC(=O)[C@H](CCCCN)n3cc(CCCC(=O)O)nn3)CC2)n1,1.4,-4,0.2,-1,0,-42,-5,-4,.
COc1cc(CNCc2cccnc2)ccc1OCC(=O)NC(C)(C)C,5.5,-6,0.2,-4,-1,-6,1,3,-7
COc1cccc(NC(=O)CNC(=O)Cn2cnc3sc(C)c(C)c3c2=O)c1,-0.3,3,0.1,3,-3,-5,-1,2,-2
CCCCc1cc(=O)oc2cc(OCC(=O)NCc3ccccn3)c(Cl)cc12,0.2,6,-0.4,-2,2,-10,-3,2,5
O=C(C1=C(O)C(=O)N(CCN2CCOCC2)C1c1ccc(F)cc1)c1cc2ccccc2o1 (stereo unspecified),-0.7,5,0.1,0,7,9,-21,0,-4
CC(=O)Nc1ccc(N(C)S(C)(=O)=O)cc1,-0.8,3,-0.2,-2,1,-4,7,2,2
Cc1ccc2ccccc2[n+]1CCCS(=O)(=O)[O-],1.2,-1,0.1,-4,-2,-4,4,0,3
CCOC(=O)C(=CNc1ccc(S(N)(=O)=O)cc1)C(=O)OCC,-0.9,2,-0.2,-1,-3,-1,-3,4,-7
O=C(COC(=O)C1=COCCO1)Nc1cc(Cl)c(Cl)cc1Cl,.,4,0.2,.,.,.,1,.,12
C/C(=N\NC(=O)Cn1c(-c2ccccn2)nc2ccccc21)c1ccccc1,-0.9,7,-0.2,0,-3,-3,-10,0,11
Cc1cc(=O)c2cccc(Br)c2[nH]1,1.2,-4,0.0,-2,-2,-4,1,-3,-3

# Next section
SMILES,PP5 primary,procasp3 activ,Efflux pump inh,TPT1 inh,PP1 counter,core dimer inh,procasp7 counter,CTSL1 counter,GASC-1 inh
Cc1ccc(NC2CC(=O)N(c3cccc([N+](=O)[O-])c3)C2=O)cc1 (stereo unspecified),-2.9,11,0.0,1,-2,7,-3,-8,15
Cc1csc(NC(=O)C2CC(=O)N(Cc3ccco3)C2)n1 (stereo unspecified),1.9,0,-0.1,-1,-2,5,5,-3,-3
CC(OC(=O)CNC(=O)C1CCCCC1)C(=O)NCc1ccccc1 (stereo unspecified),.,1,0.2,.,.,.,7,.,0
Cc1cc(C)n(-c2ccc(C(=O)Nc3cccc([N+](=O)[O-])c3)cc2)n1,2.4,-1,-0.3,-2,-1,-5,1,-4,-7
Cc1cccc(OCCC(=O)OCC(=O)Nc2c(C)nn(-c3ccccc3)c2C)c1,0.2,-4,-0.2,-4,-5,-4,3,-27,-2
O=C(Oc1ccc(N(Cc2cccs2)C2=NS(=O)(=O)c3ccccc32)cc1)c1ccc(Cl)cc1,3.8,10,0.0,4,0,44,3,-2,3
Cc1ccc(C(=O)NC(C)C2CC3CCC2C3)c(C)c1 (stereo unspecified),1.8,-4,0.2,0,1,5,2,0,-3
O=C(OCc1cc(=O)n2cc(Br)ccc2n1)c1ccc(Cl)c(S(=O)(=O)NCc2ccccc2)c1,2.6,-4,-0.2,-3,-3,-20,-6,3,2
Cc1nn(C(C)C(=O)NCCCc2ccccc2)c(=O)c2cc3occc3n12 (stereo unspecified),1.9,11,0.0,-1,-1,0,-2,2,140
CCOc1ccc(N2C(=O)CC(N3CCOCC3)C2=O)cc1 (stereo unspecified),0.9,-10,-0.2,1,-2,17,-9,-1,1
O=C(CCCc1ccccc1)Nc1ccnn1C1CCN(Cc2ccccc2)CC1,4.1,7,0.2,-2,-3,-13,-5,-5,-4
CCOC(=O)c1nnn(-c2nonc2N)c1-c1ccc(OCC)cc1,-0.5,-2,0.1,-3,4,-7,0,2,6
O=S(=O)(NCC1(N2CCOCC2)CCCCC1)c1ccc(F)cc1,1.8,4,0.1,3,-2,1,8,-2,7
CCOC(=O)C1CCN(Cc2cc(=O)oc3c(C)c(C)ccc23)CC1,-0.6,6,-3.4,-1,1,4,7,4,13
Cc1ccc(/C(O)=C2/C(=O)C(=O)N(CCN3CCOCC3)C2c2cccnc2)cc1 (stereo unspecified),0.8,3,0.1,2,-4,6,8,-1,3
COc1ccc(/C=C/C(=O)c2cc3c(cc2N)OCO3)cc1,2.8,-1,0.3,3,-1,0,-1,3,-2
CCC(C)(C)C1CCc2[nH]nc(C(=O)NN)c2C1 (stereo unspecified),-0.9,-14,-0.1,1,-1,-5,2,4,5
CCOc1ccc(-c2c(=O)n(OCc3nc4ccccc4[nH]3)c3ccccc3[n+]2[O-])cc1,-0.6,-14,0.1,-1,-2,4,5,0,-7
